BAZ2B block: qHTS Assay for Inhibitors of BAZ2B; AlphaScreen BAZ2B-H3K14Ac peptide displacement; Potency, µM (titrated, usually from 114 µM), for inactives: at the top dose activity change, negative = inhibition, hits mostly inhibitors; actives 4.4% (n = 360,000); AID 504333, 2011; also: % is scaled to controls: 0 for no effect and ±100 for the full control effect; nearly all actives have a fitted effect of over 60% in size
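BAZ2B 50 nM plus b-H3(5-23)K14Ac 50 nM, PBS pH 7.4/0.01% Tween-20, 30 min RT; compound added (max 110 uM), 30 min RT; streptavidin donor/Ni-chelate acceptor beads 10 ug/mL final, 20 min dark; AlphaScreen read.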
POLB inh: qHTS Assay for Inhibitors of DNA Polymerase Beta; P06746; Pol beta primer extension/strand displacement, fluorescence kinetic; Potency, µM (top dose mostly 114 µM), inactives show at the highest dose activity change, negative = inhibition, most hits filed as inhibitors; actives 1.3% (n = 340,000); AID 485314, 2010; also: % is scaled to controls: 0 for no effect and ±100 for the full control effect
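Values derive from four-parameter Hill fits of normalized kinetic data: reads at 0 and 10 min following addition of 50 nM substrate to 10 nM Pol beta preincubated 15 min with compound.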
Pol iota inh: qHTS for Inhibitors of Polymerase Iota; DNA polymerase iota (Homo sapiens), Q9UNA4; Potency, µM (series often up to 115 µM), without a hit: top-dose activity, negative = inhibition, hits mostly inhibitors; Pol iota fluorescent replication assay, 10 min; actives 1% (n = 390,000)
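Fluorescent replication assay read twice, at 0 min and 10 min after adding 50 nM (final) substrate. Enzyme (10 nM) and compounds were first incubated 15 min at room temperature; enzyme-free buffer wells were negative controls.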
APEX1 inh: qHTS Assay for Inhibitors of the Human Apurinic/apyrimidinic Endonuclease 1 (APE1). DNA repair nuclease/redox regulator APEX1 (Homo sapiens), P27695. recombinant APE1, TAMRA/BHQ-2 abasic DNA cleavage fluorescence. Potency, µM (top dose mostly 65.8 µM), for inactives: at the highest dose activity change, negative = inhibition, usual class: inhibitors. actives 0.35% (n = 350,000);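 also: plate controls were vehicle for no effect and reference inhibitor for full effect; nearly all actives have a fitted effect of over 55% in size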
Target sequence (P27695 whole entry, looked up): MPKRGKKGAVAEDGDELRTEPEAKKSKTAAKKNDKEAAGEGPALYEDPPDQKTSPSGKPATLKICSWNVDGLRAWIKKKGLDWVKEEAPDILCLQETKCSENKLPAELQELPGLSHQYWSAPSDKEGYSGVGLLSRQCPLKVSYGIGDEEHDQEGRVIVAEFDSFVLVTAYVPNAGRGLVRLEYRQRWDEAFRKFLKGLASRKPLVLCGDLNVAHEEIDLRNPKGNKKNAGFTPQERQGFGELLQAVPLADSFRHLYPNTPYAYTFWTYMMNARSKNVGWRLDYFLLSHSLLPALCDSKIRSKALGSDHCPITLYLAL
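Readout is kinetic fluorescence (ex 525, em 598 nm) from cleavage of 50 nM TAMRA/BHQ-2 THF abasic duplex by 0.75 nM APE1, compound added 15 min beforehand at RT.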
Pol eta inh: qHTS for Inhibitors of Polymerase Eta. DNA polymerase eta (Homo sapiens), Q9Y253. recombinant Pol eta, fluorescent DNA replication assay. Potency, µM (top dose mostly 114 µM), inactives show at the top dose activity change, negative = inhibition, usual class: inhibitors. actives 1.2% (n = 390,000); also: % is scaled to controls: 0 for no effect and ±100 for the full control effect
Target sequence (Q9Y253 whole entry, looked up): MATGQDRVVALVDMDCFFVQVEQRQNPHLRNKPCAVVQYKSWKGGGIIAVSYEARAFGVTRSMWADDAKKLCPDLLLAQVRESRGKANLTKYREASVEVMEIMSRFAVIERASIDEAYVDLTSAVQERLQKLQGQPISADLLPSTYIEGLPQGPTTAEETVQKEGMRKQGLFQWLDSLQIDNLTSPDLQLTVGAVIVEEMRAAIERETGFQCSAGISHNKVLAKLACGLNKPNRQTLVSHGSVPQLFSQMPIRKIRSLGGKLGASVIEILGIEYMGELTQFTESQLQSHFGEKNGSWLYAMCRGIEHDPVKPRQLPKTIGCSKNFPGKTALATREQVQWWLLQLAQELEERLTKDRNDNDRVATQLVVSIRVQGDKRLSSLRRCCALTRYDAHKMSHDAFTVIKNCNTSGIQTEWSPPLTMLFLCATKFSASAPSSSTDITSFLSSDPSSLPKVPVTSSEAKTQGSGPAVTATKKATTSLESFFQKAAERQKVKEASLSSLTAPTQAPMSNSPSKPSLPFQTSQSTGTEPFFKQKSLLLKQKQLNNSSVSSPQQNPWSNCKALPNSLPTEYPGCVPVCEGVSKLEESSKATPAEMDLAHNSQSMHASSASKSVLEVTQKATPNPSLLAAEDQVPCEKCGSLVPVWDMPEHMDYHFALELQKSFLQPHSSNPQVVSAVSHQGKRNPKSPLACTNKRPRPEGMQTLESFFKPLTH
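Pol eta at 10 nM preincubated with compounds 15 min at room temperature; reaction started with fluorescent substrate (50 nM final) and read kinetically at 0 and 10 min.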
POLK inh: qHTS for Inhibitors of Polymerase Kappa; purified Pol kappa, fluorescent DNA synthesis assay, 10 min; Potency, µM (top dose mostly 107 µM), without a hit: at the highest dose activity, negative = inhibition, actives largely listed as inhibitors; actives 0.53% (n = 400,000); also: % is scaled to controls: 0 for no effect and ±100 for the full control effect
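50 nM final substrate added after 15 min RT preincubation of 10 nM Pol kappa with compound; fluorescence read at 0 and 10 min.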
BLM inh: qHTS Assay for Inhibitors of Bloom's syndrome helicase (BLM); RecQ-like DNA helicase BLM (Homo sapiens), P54132; recombinant BLM DNA unwinding, fluorescence dequenching; Potency, µM (highest dose often 56.1 µM), inactives show at the highest dose activity change, negative = inhibition, most hits filed as inhibitors; actives 0.2% (n = 350,000); AID 2528, 2010;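 also: plate controls were vehicle for no effect and no enzyme for full effect; nearly all actives have a fitted effect of over 35% in size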
Anesthetic bind: qHTS Assay for Identification of Novel General Anesthetics | Ferritin light chain (Equus caballus), P02791 | apoferritin/1-aminoanthracene competitive binding, fluorescence | Potency, µM (doses to about 77.5 µM), without a hit: at the highest dose activity change, negative = displacement, hits mostly inhibitors | actives 0.074% (n = 350,000) | AID 485281, 2010; also: % is scaled to controls: 0 for no effect and ±100 for the full control effect; nearly all actives have a fitted effect of over 20% in size
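Horse-spleen apoferritin (10 uM) in 50% saturated 1-aminoanthracene in PBS was incubated 10 min at room temperature with compound. Fluorescence (ex 380, em 535 nm) was normalized to free and bound 1-AMA, with concentration-response fitted by a four-parameter Hill equation.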
G9a block: qHTS Assay for Inhibitors of Histone Lysine Methyltransferase G9a; G9a H3K9 monomethylation, AlphaScreen, 2 h; Potency, µM (doses to about 102 µM), without a hit: at the highest dose activity, negative = inhibition, usual class: inhibitors; actives 8.8% (n = 350,000); AID 504332, 2011; also: % is scaled to controls: 0 for no effect and ±100 for the full control effect; nearly all actives have a fitted effect of over 75% in size
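AlphaScreen detection with an anti-monomethyl H3K9 antibody quantified product after a 2 h room-temperature reaction containing 500 nM biotinylated H3K9 peptide, 20 µM SAM and 20 nM enzyme, which had been preincubated 15 min with compound.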
The depositor's hits bear a star; ? = inconclusive; . = no result given; & = joins results of further samples; [ ] = another dose, or the depositor's remark. Calls follow the shape of the dose curve; as a rule, active = well fitted curve in the direction sought with a large enough effect; inconclusive = small, poorly fitted or top-dose-only effect, or another doubt; inactive = no such curve, though single readings can be large; an effect the other way counts as inactive or inconclusive. Potency is read from the fitted curve at half-maximal effect. A portion of the library; count on the stated rates, not on these rows.

entry	mol	POLB inh	Pol eta inh	Pol iota inh	BLM inh	Anesthetic bind
1	CCOC(=O)C1CCN(C(=O)C2CCN(S(=O)(=O)c3ccc4ccccc4c3)CC2)CC1	0%	-16%	6%	1%	-7%
2	CCCn1c(SCC(=O)Nc2cccc(F)c2)nc(O)cc1=O	.	-9%	42%[activator]	.	.
3	Cc1c(CC(=O)NCC(=O)O)c(=O)oc2cc3oc4c(c3cc12)CCCC4	8%	-10%	73%[activator]	1%	22%
4	Cc1ccc(N2CCN(CCCN3C(=O)C4CCCN4C3=O)CC2)cc1 (centres undefined)	?	-5%	54%[activator]	-10%	8%
5	O=c1c2sc3nc(N4CCOCC4)c4c(c3c2nnn1Cc1ccccc1)CCCC4	74%	-9%	-10%	-2%	-20%
6	O=C(c1ccc(CS(=O)(=O)c2ccccc2)o1)N1CCN(c2ccccc2)CC1	?	50µM*	?	-25%	-11%
7	CCOC(=O)/C=c1\s/c(=C\c2ccc(C)cc2)c(=O)n1CC(=O)NCc1ccco1	58%	-6%	-4%	-1%	-3%
8	COc1ccc(Cc2nnc(SCC(=O)Nc3cc(Cl)ccc3OC)[nH]c2=O)cc1	.	-18%	9%	.	.
9	CC1CCC(NC(=O)c2ccc3c(c2)N(Cc2cccc(F)c2)C(=O)c2ccccc2S3)CC1 (centres undefined)	-30%	?	89µM*	-20%	1%
10	Cc1ccccc1-c1noc(-c2nnn(-c3ccccc3C)c2N)n1	3%	-4%	26%	-5%	37%[activator]
11	OC(COc1ccc(Br)cc1)CN1CCCC1 (centres undefined)	1%	-2%	-10%	2%	-4%
12	O=C1CCCc2oc3ccc(NS(=O)(=O)c4cccc5cccnc45)cc3c21	-18%	89µM*	?	-1%	-12%

entry	G9a block	BAZ2B block	APEX1 inh	POLK inh
1	48%	-6%	29%	-5%
2	-3%[2.33 µM]	6%	7%	0%
3	12%[2.33 µM]	30%	53%[activator]	-10%
4	8.9µM*	?	5%	-22%
5	18%[59 µM]	-6%	-3%	-3%
6	?	56µM*	-34%	79µM*
7	-8%[59 µM]	6%	4%	-2%
8	-8%	-37%	-1%	-13%
9	-6%[59 µM]	-22%	.	-15%[60.1 µM]
10	-7%[59 µM]	-5%	.	11%
11	2%	-16%	8%	-11%
12	?	-22%	?	-16%

The listing continues.
entry	mol	POLB inh	Pol eta inh	Pol iota inh	BLM inh	Anesthetic bind
13	O=C1Nc2c(Br)cc(Br)c3cccc1c23	-10%	4%	-11%	-3%	-1%
14	COc1ccc(N2CCN(S(=O)(=O)c3ccc(-c4cnc(C5CC5)o4)cc3)CC2)cc1	?	-10%&-1%	?	-12%&-12%	-3%&-6%
15	COc1ccc(-c2noc(-c3ccc(N4CCCCC4C)c([N+](=O)[O-])c3)n2)cc1OC (centres undefined)	-1%	-10%	14%	-2%	-11%
16	c1cnc(-c2nnc3n2CCCCC3)cn1	1%	-11%	-13%	3%	-4%
17	Cc1cc(Cl)c2oc(C(=O)N(C)C3CCOC3)c(C)c2c1 (centres undefined)	4%	1%	7%	0%	9%
18	COc1cccc(NCc2ccc([N+](=O)[O-])s2)c1	-3%	-24%	4%	-5%	?
19	Cc1nc2c(C(=O)NCCC(C)C)c[nH]n2c(=O)c1Cc1ccccc1F	71µM*	-3%	?	-1%	-23%
20	Cc1ccccc1CSc1ncc(Cl)c(C(=O)NCc2ccccc2)n1	33%	.	-16%	-1%	-4%
21	O=c1cc(C(F)(F)F)nc(SCc2cccc3ccccc23)[nH]1	-20%	-20%	-32%	-3%	?
22	O=C(O)COCc1nc2ccccc2s1	-10%	-3%	10%	-2%	11%
23	COc1cc(/C=N/Nc2nc(N3CCCCC3)nc(N3CCCCC3)n2)ccc1OC(=O)c1ccco1	-11%	.	.	-1%	-5%
24	COc1ccccc1C(=O)NCCC(=O)N1CCCC(C)C1 (centres undefined)	18%	-7%	50%[activator]	-1%	2%

entry	G9a block	BAZ2B block	APEX1 inh	POLK inh
13	2%	-3%	-3%	-3%
14	?	-22%&-12%	-13%	-27%
15	?	-19%	.	10%
16	0%[59 µM]	-6%	0%	-3%
17	-7%	-17%	18%	-20%
18	13µM*	?	-1%	-13%
19	.	4%	0%	-12%
20	0%[59 µM]	3%	.	-5%
21	-17%	-17%	25%	-17%
22	50µM*	-25%	4%	9%
23	28%	3%	-3%	.
24	.	5%	9%	-2%

Remaining list, next part.
entry	mol	POLB inh	Pol eta inh	Pol iota inh	BLM inh	Anesthetic bind
25	CCOC(=O)[C@H]1[C@H]2COc3ccc(C)cc3[C@@H]2N2C(=O)CN(Cc3ccccc3)C(=O)[C@@]12C	.	-9%	-2%	.	.
26	COc1cc(/C=C(\C#N)C(N)=O)ccc1OCc1c(C)no[n+]1[O-]	7%	-17%	44%[activator]	-8%	-2%
27	O=C(CC1N=C2c3ccccc3N=C(SCc3ccc(Cl)cc3)N2C1=O)NCc1cccs1 (centres undefined)	0%	-11%	8%	-1%	-16%
28	O=C(O)CNC(=O)C(c1ccccc1)c1ccccc1	3%	2%	6%	4%	14%
29	NC(=O)COc1ccc(/C=N\NC(=O)CC(=O)NCCc2ccccc2)cc1	-1%	-7%	148%[activator]	1%	-16%
30	Cc1ccc(SCCN2CCN(CCc3ccccc3)CCC2=O)cc1	-2%	-8%	43%&-19%[activator]	-1%&-2%	-12%&-8%
31	c1ccc(Cc2nn[nH]n2)cc1	21%	9%	3%	-4%	-4%
32	CCc1c(C(=O)Nc2cc(C)cc(C)c2)[nH]c(C)c1C(C)=O	11%	-19%	-9%	-8%	-22%
33	O=C(c1cc(-c2ccccc2)n[nH]1)N1CCN(S(=O)(=O)c2ccccc2)CC1	-11%	-16%	14%	-1%	-24%
34	COc1ccc(/C(C)=N/NC(=O)CNC(=O)CCc2ccccc2)c(OC)c1	0%	-16%	116%[activator]	-3%	-9%
35	CC1CN(CCc2ccccc2)c2nc3c(c(=O)n(C)c(=O)n3C)n2C1 (centres undefined)	1%	-6%	17%	1%	-11%
36	NC(=O)C1(N2CCCCC2)CCN(C2CC(=O)N(Cc3ccc(N4CCCC4=O)cc3)C2=O)CC1 (centres undefined)	18%	-6%	10%	-1%	-5%

entry	G9a block	BAZ2B block	APEX1 inh	POLK inh
25	-16%[0.501 µM]	6%	24%	1%
26	.	-1%	3%	1%
27	3%[59 µM]	-17%	.	-3%[60.1 µM]
28	.	-20%	-5%	-18%
29	-4%[2.33 µM]	7%	-6%	-8%
30	-3%[59 µM]	-22%	-6%&0%	5%&-3%
31	4%	4%	17%	5%
32	15%	-8%	-7%	0%
33	28%	7%	39%[activator]	5%
34	.	-2%	-15%	-1%
35	.	-30%	-11%	13%
36	13%[12.7 µM]	-6%	2%	-7%

The results go on:
entry	mol	POLB inh	Pol eta inh	Pol iota inh	BLM inh	Anesthetic bind
37	COc1ccc(CNC(=O)c2ccc3nccnc3c2)cc1	22%	-8%	35%[activator]	-2%	-11%
38	Cc1ccc(S(=O)(=O)N(C)c2ccc(OC(=O)c3cccs3)cc2)cc1C	.	-23%	10%	.	.
39	Cc1cccc(N(CC(=O)N/N=C/c2cc([N+](=O)[O-])ccc2Cl)S(C)(=O)=O)c1C	19%	-18%	11%	-4%	?
40	COc1ccc(-n2cc(C(=O)NCc3cccc(OC)c3)c3ccccc3c2=O)cc1	1%	-16%	3%	-5%	8%

entry	G9a block	BAZ2B block	APEX1 inh	POLK inh
37	-5%	0%	1%	6%
38	22%[12.7 µM]	-3%	7%	-3%
39	?	-8%[57.1 µM]	-4%	-7%
40	-1%[59 µM]	3%	.	-6%

Entries 36 through 40, reprinted for reference:
entry	mol	POLB inh	Pol eta inh	Pol iota inh	BLM inh	Anesthetic bind
36	NC(=O)C1(N2CCCCC2)CCN(C2CC(=O)N(Cc3ccc(N4CCCC4=O)cc3)C2=O)CC1 (centres undefined)	18%	-6%	10%	-1%	-5%
37	COc1ccc(CNC(=O)c2ccc3nccnc3c2)cc1	22%	-8%	35%[activator]	-2%	-11%
38	Cc1ccc(S(=O)(=O)N(C)c2ccc(OC(=O)c3cccs3)cc2)cc1C	.	-23%	10%	.	.
39	Cc1cccc(N(CC(=O)N/N=C/c2cc([N+](=O)[O-])ccc2Cl)S(C)(=O)=O)c1C	19%	-18%	11%	-4%	?
40	COc1ccc(-n2cc(C(=O)NCc3cccc(OC)c3)c3ccccc3c2=O)cc1	1%	-16%	3%	-5%	8%

entry	G9a block	BAZ2B block	APEX1 inh	POLK inh
36	13%[12.7 µM]	-6%	2%	-7%
37	-5%	0%	1%	6%
38	22%[12.7 µM]	-3%	7%	-3%
39	?	-8%[57.1 µM]	-4%	-7%
40	-1%[59 µM]	3%	.	-6%

High-throughput results (PubChem)
